Screening results: PubChem, several laboratories
Tb MetRS inh: T. brucei MetRS inhibitors, primary screen, biochemical, luminescence. AID 624268, 2012. inhibition, % at 11.9 µM. methionyl-tRNA synthetase (Trypanosoma brucei brucei). purified T. brucei MetRS, ATP depletion, Kinase-Glo luminescence. hit rate 0.4% among 360,000;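 active means inhibition above a per-plate cutoff of the control wells' mean inhibition plus 3 SD, cut at about 5.5% in these data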;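 further: 0% = DMSO wells median and 100% = median of wells with control inhibitor compound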
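System: purified T. brucei MetRS enzyme / Detection: Kinase-Glo luciferase luminescence reporting remaining unconsumed ATP / Medium: HEPES buffer with MgCl2, KCl, DTT, spermine, BSA, pyrophosphatase / Replication: singlicate, one well per compound / Evaluation: percent inhibition relative to median high and low control wells / Schedule: 2 h aminoacylation at 25 °C after 15 min preincubation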
LMPTP inh: LMPTP phosphatase inhibitors, primary screen, biochemical, fluorescence intensity, uHTS; AID 651560, 2012; hit rate 0.22% among 360,000; Low molecular weight phosphotyrosine protein phosphatase (Homo sapiens), P24666; recombinant LMPTP-A, OMFP fluorogenic substrate; inhibition, % at 20 µM;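 active means compounds that cut the enzyme signal by at least half of the control window in the single-dose screen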;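 further: plate controls were DMSO wells with enzyme plus substrate for no effect and substrate without enzyme for full effect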
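test system = LMPTP-A | amount = 0.625 nM LMPTP-A final | reagent = fluorogenic phosphatase substrate OMFP at 400 µM final | incubation = 50 min at room temperature | benchmarks = no-enzyme low control, uninhibited high control | medium = Bis-Tris pH 6.0, DTT, detergent | signal = fluorescence intensity of OMFP turnover product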
STEP inh: STEP phosphatase inhibitors, primary screen, biochemical, fluorescence intensity, uHTS; Tyrosine-protein phosphatase non-receptor type 5 (Homo sapiens), P54829; recombinant STEP, OMFP fluorogenic substrate; inhibition, % at 20 µM; hit rate 0.25% among 360,000; AID 588621, 2011;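 active means inhibition at 20 µM, scaled per plate between control wells, above about 37%, limit read from the data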;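 further: 0% = DMSO with enzyme and substrate and 100% = substrate only without enzyme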
Target sequence (P54829 whole entry, looked up): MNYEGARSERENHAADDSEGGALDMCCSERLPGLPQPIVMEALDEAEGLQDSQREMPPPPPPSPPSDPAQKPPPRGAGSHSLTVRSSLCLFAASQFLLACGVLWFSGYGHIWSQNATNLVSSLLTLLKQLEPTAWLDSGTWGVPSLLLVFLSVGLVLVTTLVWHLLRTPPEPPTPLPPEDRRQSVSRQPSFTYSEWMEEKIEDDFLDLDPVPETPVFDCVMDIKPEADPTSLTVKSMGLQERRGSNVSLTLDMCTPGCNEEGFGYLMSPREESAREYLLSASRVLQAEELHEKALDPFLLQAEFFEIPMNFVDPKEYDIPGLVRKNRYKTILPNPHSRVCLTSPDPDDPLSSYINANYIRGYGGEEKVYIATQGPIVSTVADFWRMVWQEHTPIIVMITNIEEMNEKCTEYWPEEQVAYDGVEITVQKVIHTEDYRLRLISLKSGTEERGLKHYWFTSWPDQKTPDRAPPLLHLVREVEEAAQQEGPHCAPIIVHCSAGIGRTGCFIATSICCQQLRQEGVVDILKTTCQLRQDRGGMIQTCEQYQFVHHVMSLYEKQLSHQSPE
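System: STEP (striatal-enriched tyrosine phosphatase) enzyme, cell-free; medium: Bis-Tris pH 6.0 buffer with DTT, detergent; dosing: 20 µM, 1% DMSO; times: reaction 20 min, ambient temperature; detection: fluorescence, 480/540 nm; read-out basis: normalized % inhibition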
NadD inh: inhibitors of S. aureus NadD, primary screen, biochemical, colorimetric, uHTS | purified NadD enzyme, colorimetric absorbance read-out | inhibition, % at 20 µM | hit rate 0.78% among 360,000 | AID 602399, 2012; in the data active means inhibition above about 26%; further: some compounds past the cut are filed as inactive
SUMO1 PPI mod: modulators of SUMO1 protein-protein interactions, primary screen, biochemical, uHTS; inhibition, % at 20 µM; Small ubiquitin-related modifier 1 (Homo sapiens), P63165; SUMO1 binding to a labelled peptide, TR-FRET, 1 h; AID 602429, 2012; hit rate 0.33% among 360,000; in the data active means inhibition above about 37%
Target sequence (P63165 whole entry, looked up): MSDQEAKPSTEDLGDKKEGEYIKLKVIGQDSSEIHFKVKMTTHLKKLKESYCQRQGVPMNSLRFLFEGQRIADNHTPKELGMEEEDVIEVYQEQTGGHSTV
DNMT1 inh: human DNMT1 methyltransferase inhibitors, primary screen, biochemical, molecular beacon, fluorescence, HinP1I cleavage, uHTS | DNA (cytosine-5)-methyltransferase 1 (Homo sapiens), P26358 | inhibition (reported as % activation of signal), % at 10 µM | hit rate 0.83% among 360,000; in the data active means inhibition above about 50%
CSN inh: inhibitors of CSN-mediated cullin deneddylation, primary screen, biochemical, fluorescence polarization, uHTS. Purified CSN, SCF-Nedd8-OG deneddylation. inhibition, % at 12.5 µM. hit rate 0.38% among 360,000. AID 651999, 2013;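 active means pattern-corrected inhibition above about 35%, with an unprinted fluorescence ratio check between 0.5 and 1.5, limit read from the data, passing the limit was not always enough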;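 further: 0% = enzyme with substrate and 100% = substrate without enzyme; some results filed as inactive read as strong as hits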
Target sequence (Q92905 whole entry, looked up, one chain of several): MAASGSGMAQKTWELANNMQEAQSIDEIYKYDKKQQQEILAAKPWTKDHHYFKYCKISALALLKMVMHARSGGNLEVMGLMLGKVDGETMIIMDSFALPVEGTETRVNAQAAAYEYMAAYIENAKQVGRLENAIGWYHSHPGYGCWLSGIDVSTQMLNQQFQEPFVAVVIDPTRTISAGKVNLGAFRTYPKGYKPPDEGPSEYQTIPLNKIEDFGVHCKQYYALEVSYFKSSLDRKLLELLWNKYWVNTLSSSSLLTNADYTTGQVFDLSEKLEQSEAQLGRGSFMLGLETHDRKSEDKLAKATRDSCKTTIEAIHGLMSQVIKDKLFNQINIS
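Assay system: HEK293T-derived human Csn5 enzyme; quantity: 0.24 nM enzyme; medium: Tris/NaCl/DTT buffer, pH 7.5; also added: substrate SCFSkp2-Nedd8OG, 10 nM; doses: 12.5 µM compound; schedule: 90 min reaction at room temperature; signal: FP; read-out: % inhibition of substrate cleavage by Csn5; benchmarks: substrate-only high control, full reaction low control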
Scp1 inh: Scp-1 phosphatase inhibitors, primary screen, biochemical, colorimetric, uHTS; hit rate 0.88% among 340,000; Recombinant Scp1, phosphopeptide, malachite green phosphate absorbance; Carboxy-terminal domain RNA polymerase II polypeptide A small phosphatase 1 (Homo …; AID 493091, 2011; inhibition, % at 20 µM;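 active means inhibition above about 50% at 20 µM, limit read from the data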;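 further: plate controls were DMSO wells with enzyme for no effect and wells lacking enzyme for full effect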
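Times: enzyme reaction 45 min at room temperature, colour 5 min, stabilisation 30 min. Material: SCP-1 catalytic fragment, aa 76-261. Medium: Acidic Tris acetate buffer with magnesium and detergent. Signal: colorimetric free-phosphate detection, absorbance 630 nm. Read-out basis: % inhibition of SCP-1 phosphate liberation. Reagent: Phosphorylated 17-residue peptide substrate.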
Rpn11 inh: Rpn11 (PSMD14) deubiquitinase inhibitors, primary screen, biochemical, fluorescence polarization, uHTS | AID 588493, 2011 | hit rate 0.59% among 360,000 | calls only at 20 µM | 26S proteasome non-ATPase regulatory subunit 14 (Homo sapiens), O00487 | human 26S proteasome, Ub4-pepOG fluorescence polarization; 20S core pre-blocked with epoxomicin;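 active means inhibition at 20 µM, scaled to each plate's controls, above about 33%, limit read from the data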
PABP1 MLLE inh: inhibitors of PABP1 MLLE–PAM2 peptide binding, primary screen, biochemical, fluorescence polarization, FITC-PAM2, GST-MLLE | Polyadenylate-binding protein 1 (Homo sapiens), P11940 | inhibition, % at 20 µM | hit rate 0.36% among 360,000 | AID 588489, 2011; in the data active means inhibition above about 35%, passing the limit was not always enough;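 further: plate controls were DMSO wells with GST-MLLE for no effect and wells lacking GST-MLLE protein for full effect; some results filed as inactive read as strong as hits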
* hit, by the source's call; i = inactive; nt = no result given.

The opening 4 records as a preview:
SMILES	NadD inh	Tb MetRS inh	STEP inh	CSN inh	LMPTP inh	Scp1 inh	DNMT1 inh	PABP1 MLLE inh	SUMO1 PPI mod	Rpn11 inh
COc1ccc(N(C)C(=O)c2cc3c(Cl)nc4ccccc4c3s2)cc1	-1	-0.4	14	-1	5.3	-13	3	-4	0	i
CCCN1CCC(=NNC(=O)CSc2cc(C)c(Br)cc2C)CC1	-2	0.0	-1	0	-0.1	-4	-1	-10	1	i
Cc1cc(C)c(NC(=O)CCc2c(C)noc2C)c(C)c1	6	-0.4	-2	-3	-0.4	-4	-2	-6	-3	i
Cc1ccc(-c2ccc(/C=N\NC(=O)c3cc4c(ccc5ccccc54)o3)o2)cc1[N+](=O)[O-]	45*	-0.5	4	1	4.0	-7	72*	-3	-4	i

The listing, from the start:
SMILES	NadD inh	Tb MetRS inh	STEP inh	CSN inh	LMPTP inh	Scp1 inh	DNMT1 inh	PABP1 MLLE inh	SUMO1 PPI mod	Rpn11 inh
COc1ccc(N(C)C(=O)c2cc3c(Cl)nc4ccccc4c3s2)cc1	-1	-0.4	14	-1	5.3	-13	3	-4	0	i
CCCN1CCC(=NNC(=O)CSc2cc(C)c(Br)cc2C)CC1	-2	0.0	-1	0	-0.1	-4	-1	-10	1	i
Cc1cc(C)c(NC(=O)CCc2c(C)noc2C)c(C)c1	6	-0.4	-2	-3	-0.4	-4	-2	-6	-3	i
Cc1ccc(-c2ccc(/C=N\NC(=O)c3cc4c(ccc5ccccc54)o3)o2)cc1[N+](=O)[O-]	45*	-0.5	4	1	4.0	-7	72*	-3	-4	i
COc1cc(C(c2oc(CO)cc(=O)c2O)c2oc(CO)cc(=O)c2O)cc(OC)c1OC	-3	-0.6	-3	-12	1.2	-11	-1	-10	-2	i
Cc1sc2ncn(CC(=O)N(C)C3CCCCC3)c(=O)c2c1C	10	-0.1	2	-3	-1.5	-1	-1	-98	0	i
C/C(=N\NC(=S)NCc1ccccc1)c1ccco1	7	-1.8	0	-1	-1.3	-5	2	9	-4	i
O=C(c1cccs1)N1CCN(Cc2ccccc2)CC1	-2	-0.4	-6	2	-2.4	-2	0	-3	1	i
Cc1c(O)cc2n(c1=O)-c1ccccc1C2(C)C	-4	-0.8	0	-5	0.8	11	2	-9	0	i
O=C(CC1SCCNC1=O)Nc1cccc(Cl)c1 (centres undefined)	0	-0.7	-4	3	0.1	1	1	-6	-3	i
COCC1CCN(C(=O)c2ccc(OC3CCN(Cc4ccccn4)CC3)cc2)C1 (centres undefined)	0	-0.4	1	-1	-0.6	1	0	4	1	i
NC(=O)c1cc(S(=O)(=O)NC2CCCCC2)co1	1	0.5	-1	5	-1.8	0	0	-10	-2	i
CC(C)NC(=O)c1ccc(CN2CCC(Cc3ccccc3)CC2)cc1	-4	-0.3	1	1	-0.5	-6	2	3	-2	i
Cc1nnc2c(N3CCN(CCO)CC3)nc3ccccc3n12	-2	-0.4	2	0	-1.1	-8	1	-1	-1	i
CC(C)CN(C(=O)c1cccc(S(=O)(=O)N2CCCCC2)c1)C1CCS(=O)(=O)C1 (centres undefined)	-3	-0.2	2	3	0.7	19	3	-7	-1	i
O=C(OCC#CCSc1nnc(-c2cccc3ccccc23)o1)c1cccs1	9	-0.8	6	2	2.7	-11	-2	-115	0	i
CC(=O)c1c(C)nn(-c2ccccc2)c1C	8	-0.1	-1	1	-2.5	-7	1	-6	2	i
Nc1nc(-c2cccnc2)nn1C(=O)c1ccc(F)cc1	-3	0.1	1	-1	0.4	5	-1	-31	0	i
O=C(CN1C(=O)C2CC=CCC2C1=O)NCC1COc2ccccc2O1 (centres undefined)	-5	-0.5	2	-4	-0.7	1	1	9	-1	i
COc1ccc(CCNC(=O)/C=C/c2ccc(S(=O)(=O)N3CCOCC3)cc2)cc1	-4	-0.3	0	-5	3.3	3	-2	-14	-2	i
C[C@@H]1CN([C@@H](C)CO)C(=O)CCCn2cc(nn2)CO[C@H]1CN(C)C(=O)c1ccc2ccn(C)c2c1	-2	0.7	0	2	-0.7	nt	6	-6	3	i
Cn1ccnc1C1CCCCN1C(=O)c1cc(COc2ccc(F)cc2Cl)on1 (centres undefined)	0	0.2	-2	-17	0.7	-8	0	7	1	i
Nc1ncnc2c1ncn2[C@@H]1O[C@H](C(=O)N2CCSC2)[C@@H](O)[C@H]1O	-2	0.7	-2	3	-1.1	nt	15	8	2	i
CCn1cc(/C=N\NC(=O)c2ccc(F)cc2)cn1	2	-0.4	-4	-1	-2.9	-9	3	2	1	i
CC(C)=CCN1CCN(Cc2nc(-c3ccc(F)cc3)cs2)CC1CCO (centres undefined)	-4	-1.1	-2	0	1.1	-17	-1	-17	-25	i
Cc1ccc2cc(C#N)c(N3CCN(C)CC3)nc2c1	-20	-0.9	2	1	-2.8	-2	0	-5	-8	i
O=C(NNC(=O)c1cc(Br)c(Br)s1)c1ccncc1	-4	-0.1	4	-8	-1.5	-6	3	4	2	i
Cc1ccccc1CNC(=O)/C=C\C(=O)O	2	-1.6	-3	-7	-2.2	-5	0	8	-2	i
O=c1oc(CCO)cc2ccc(C#Cc3ccsc3)cc12	-2	-0.2	-2	-3	1.1	-10	-1	-5	-13	i
COc1ccc(C2CCc3cc4c(cc3C2=NOC(C)=O)OCO4)cc1OC (centres undefined)	-3	-0.2	0	-1	-1.0	nt	-6	-3	2	i

(more compounds)
SMILES	NadD inh	Tb MetRS inh	STEP inh	CSN inh	LMPTP inh	Scp1 inh	DNMT1 inh	PABP1 MLLE inh	SUMO1 PPI mod	Rpn11 inh
Cc1ccnc(NC2OC(=O)c3ccccc32)c1 (centres undefined)	3	-0.2	0	-1	-1.9	-2	0	8	1	i
CCOc1cc(C2C3=C(CCCC3=O)Nc3ccc4ncccc4c32)ccc1O (centres undefined)	0	-0.9	3	-3	3.0	2	-3	7	-8	i
Cc1nn(C)c(Cl)c1CN1CCC(Oc2ccc(C(=O)N3CCCC3)cc2)CC1	1	-0.4	2	-1	-0.2	-8	0	-4	6	i
Cc1ccc(CCNC(=O)C2CCCN(S(=O)(=O)c3c(C)nn(C)c3C)C2)cc1 (centres undefined)	0	-0.2	-1	-3	-0.2	-7	-6	3	-2	i
CN=C1C([N+](=O)[O-])=CC=C2C1=NC1(CCCCC1)N2O	-2	-0.5	3	-6	0.1	7	3	3	-33	i
Cc1noc(C)c1S(=O)(=O)Nc1ccc2c(c1)CC(=O)N([C@H](C)CO)C[C@H](C)[C@@H](CN(C)CC1CC1)O2	-3	-0.3	2	-4	0.7	-2	8	16	-5	i
CCc1nc2c(OCC(=O)C(C)(C)C)cccn2c1N(C)C(=O)c1ccc(C)cc1	3	0.1	8	1	-0.4	nt	-1	1	0	i
COc1ccc(OC)c(CCNC(=O)c2ccc(CS(=O)Cc3ccc(Cl)cc3)o2)c1 (centres undefined)	2	0.1	1	-1	-0.2	-6	-2	0	3	i
COc1cc(OC)c(OC)cc1/C=N/NC(=O)c1ccc(CSc2nc(C)cc(C)n2)cc1	-10	0.4	-1	2	2.8	-19	-9	0	-8	i
COc1ccc(OC)c(NC(=O)CN2C(=O)CSc3ccc(S(=O)(=O)N4CCCC4)cc32)c1	-5	0.0	1	-4	-0.9	-11	0	-10	2	i
CCOC(=O)c1ccc(S(=O)(=O)NCC(C)(C)N2CCOCC2)cc1	-3	-0.7	4	9	-2.7	-2	-1	6	0	i
Cc1ccc(CN2CCN(C/C=C/c3ccc(F)cc3)CC2CCO)o1 (centres undefined)	-6	-1.2	-1	2	-0.4	-6	2	-3	-4	i
Cc1ccc(C(=O)C[n+]2cccc(C(N)=O)c2)cc1	-8	-0.3	-3	-2	0.9	11	1	5	-2	i
CCC(C)(C)NC(=O)CCCSc1nc2ccccc2[nH]1	-6	-0.1	-3	-4	-0.6	-4	0	6	0	i
CNC(=O)CSc1cnc2ccccc2n1	-1	-0.4	3	-1	0.3	-3	5	6	-9	i
S=C(N/N=C/c1ccccc1)N1CCOCC1	8	0.3	-3	-9	0.5	-8	3	-11	-4	i

An unsorted share of the library. About 3.6% of those tested had a hit in this group.
